EphA4 KYL inhibition = EphA4 ligand-binding antagonists – biochemical, colorimetric, mouse EphA4, primary screen (AID 689). 62,000 compounds, 0.1% hits. EphA4-AP binding to KYL peptide, pNPP A405; higher % means a stronger effect. one-dose inhibition, % at 10 µM; IC50 in µM for titrated hits; in the data active = a potency from the dose series; inactive = the rest, 99 in 100 with inhibition below about 22%
Active calls of the source: *; & = joins results of further samples. A portion of the library; count on the stated rates, not on these rows.

EphA4 KYL inhibition,canonical_smiles
-2%,CCCOC(=O)c1ccc(NC(=O)c2cnccn2)cc1
0%,Cc1c(C(=O)NCCCC(=O)O)c(-c2ccccc2)nn1-c1ccccc1
2%,COc1ccc(NC(=O)CN(Cc2ccccc2)S(C)(=O)=O)c(OC)c1
-2%&-10%,COc1ccccc1C/C(N)=N/OC(=O)c1ccc(C)c([N+](=O)[O-])c1
12%,O=C(c1cnn2c1NC(c1ccc3c(c1)OCO3)CC2C(F)(F)F)N1CCN(C(c2ccccc2)c2ccccc2)CC1 (configuration not stated)
-6%,CCOC(=O)c1c(C)nn(Cc2cccc(Cl)c2)c1N
18%,CCN1C(=O)C(=Cc2ccc([N+](=O)[O-])o2)C(=O)N(CC)C1=S
-6%,O=C(Cn1c(=O)oc2cc(S(=O)(=O)N3CCCCC3)ccc21)N1CCc2ccccc2C1
-10%,O=C1CC(c2ccccc2)CC(O)=C1C=NC1CCCC1 (configuration not stated)
-2%,Cc1ccc(Cl)cc1NC(=O)CCn1cccc1
-4%,Cc1cccc(NC(=O)CSc2nnc(-c3ccccc3Br)o2)c1C
-6%,Cc1ccc(NC(=O)c2cc(NC(=O)c3ccco3)ccc2N2CCCCC2)cc1
-17%,N#Cc1cc(-c2ccc(Cl)cc2)cnc1Sc1ccccc1
-12%,O=S(=O)(NCc1cccnc1)c1cc(Cl)ccc1Cl
-6%,CCCC(=O)c1ccc(N2CCN(S(=O)(=O)c3ccccc3)CC2)c(F)c1
-11%,Nc1cc(N)nc(SCCOc2ccccc2)n1
-12%,COCc1cc(C)nc(SCC(=O)Nc2ccccc2C)c1C#N
-1%,CCOC(=O)COc1c(C)cccc1C
-2%,Cc1ccc(-c2cc(C(=O)N3CCN(c4ncccn4)CC3)c3ccccc3n2)cc1
-5%,Cc1ccc(S(=O)(=O)NCc2ccc(C(=O)N3CCN(c4ccccn4)CC3)cc2)cc1
-11%,O=C(Oc1cccc2ccccc12)c1ccc(Cl)cc1Cl
-7%,CN1CCN(C(=O)c2cccc(S(=O)(=O)N3CCCCC3)c2)CC1
1%,CS(=O)(=O)N(CC(=O)N1CCN(c2ccccc2F)CC1)c1cccc(C(F)(F)F)c1
-5%,CCOc1cc(S(=O)(=O)NCc2ccco2)c(OCC)cc1-n1cnnn1
-16%,CN(Cc1ccc(OC(F)F)cc1)C(=O)c1ccc2nccnc2c1

Next part, overlapping the part above by five compounds.
EphA4 KYL inhibition,canonical_smiles
-11%,O=C(Oc1cccc2ccccc12)c1ccc(Cl)cc1Cl
-7%,CN1CCN(C(=O)c2cccc(S(=O)(=O)N3CCCCC3)c2)CC1
1%,CS(=O)(=O)N(CC(=O)N1CCN(c2ccccc2F)CC1)c1cccc(C(F)(F)F)c1
-5%,CCOc1cc(S(=O)(=O)NCc2ccco2)c(OCC)cc1-n1cnnn1
-16%,CN(Cc1ccc(OC(F)F)cc1)C(=O)c1ccc2nccnc2c1
-9%,COc1ccc(OCC(=O)Nc2cc(-c3nn4c(C)nnc4s3)ccc2C)cc1
-27%,COc1ccc(-c2ccc(-c3nnc(Cc4ccc(OC)c(OC)c4)o3)cc2)cc1
-16%,Cc1cc(C)nc(-n2nc(C)cc2NC(=O)c2cccc(S(=O)(=O)N3CCOCC3)c2)n1
-5%,Cc1ccc2c(c1)N(CCC(=O)NCCCOC(C)C)C(=O)C(C)O2 (configuration not stated)
19%,CC(C)c1nc2sc3c(SCC(=O)NCc4ccco4)ncnc3c2c2c1CCC2
-5%,C=CCNC(=O)c1ccc(-c2ccc(Cl)cc2Cl)o1
-24%,Oc1cc(Cc2ccccc2)cnc1CN1CCOCC1
5%,CC(NC(=O)CN1CCN(c2ncccn2)CC1)c1ccc(F)cc1 (configuration not stated)
-15%,CCOc1ccc(NC(=O)c2cccc(OC(=S)N3CCC(C)CC3)c2)cc1
19%,CC(C)C(=O)N1CCN(CCN=CC2=C(O)CC(c3ccco3)CC2=O)CC1 (configuration not stated)
-5%,CCc1nnc(NC(=O)CSc2nc(-c3ccccc3)cc(-c3ccc(F)cc3)c2C#N)s1
20%,COC(=O)C1=C(O)/C(=C\c2ccc(CNC(=O)C(=O)Nc3ccc(C)cc3)o2)N=C1C
-8%,CCCCOc1ccc(NC(=O)CSCC(=O)Nc2ccc3ccccc3c2)cc1
8%,COc1cc(CC(=O)O)c(C(C)=O)cc1OC
-9%,CC(C)NC(=O)c1onc(CSc2ccccc2F)c1C(=O)O
8%,COc1ccc(/C=C/C(=O)Nc2cc(C(F)(F)F)ccc2Cl)cc1
16%,COc1ccc(OCC(=O)N2c3ccc(C)cc3-c3c(ssc3=S)C2(C)C)cc1
7%,C=CC(=O)NC(NC(=O)C=C)c1ccc(F)cc1
8%,COCP(=O)(c1ccccc1)c1ccccc1
-16%,CCC(CO)NC(=O)c1ccc(-c2nn(C)c(=O)c3ccccc23)cc1 (configuration not stated)
16%,CC(/C=C/c1ccco1)=N/NC(=O)Cc1cccs1
-1%,CCOC(=O)C(CC)/C(C)=N/NC(=O)c1ccccc1[N+](=O)[O-] (configuration not stated)
4%,COc1ccccc1NC(=O)Nc1ccnn1Cc1cccs1
9%,CC(=O)Nc1ccc(NC(=O)CSc2nccn2Cc2ccccc2)cc1
-1%,CSc1ccccc1NC(=O)c1cccs1
-6%,CCOc1ccc2nc(NS(=O)(=O)Cc3ccccc3)sc2c1
-13%,Cc1ccccc1OCC(=O)Nc1ccccc1CO
-20%,COc1cc(C(C#N)N2CCCCC2)ccc1O (configuration not stated)
-12%,CC1(C)c2ssc(=S)c2-c2ccccc2N1C(=O)c1ccco1
9%,O=C(Cc1ccccc1)Nc1ccc(NC(=O)c2ccco2)nc1
-2%,CC(=O)OCN(C#N)c1nc(N(C)C)nc(N(C)C)n1
-12%,O=[N+]([O-])c1ccc(Sc2nnnn2-c2ccccc2)c(Cl)c1
-7%,CCc1nc(Nc2ccncc2)c2oc3ccccc3c2n1
-9%,O=C(NCCCNCc1ccccc1)c1ccncc1
-7%,CCc1ccc2[nH]c(=O)c(CN(CCN3CCOCC3)C(=O)Nc3ccccc3F)cc2c1
-15%,CCN(CC(=O)NC(C)C)C(=O)C(CCSC)NC(=O)c1cccc(C)c1 (configuration not stated)
-4%,CCOC(=O)c1sc(NC(=O)CSc2nc(C)cc(C(F)(F)F)n2)c(C#N)c1C
5%,CCCn1nc2cc(C(=O)NCc3ccc(C)cc3)ccc2c1OCC
-8%,CC(C)CC1(C)NC(=O)N(CCN2C(=O)c3ccccc3C2=O)C1=O (configuration not stated)
6%,COCCCNC(=O)c1ccc(CS(=O)(=O)c2ccc(Br)cc2)o1
-2%,COc1cccc(/C=N/Nc2nc(C)cc(=O)[nH]2)c1O
-3%,O=C(CSc1nc2cc(Cl)ccc2o1)NCCc1ccccc1
-29%,COc1ccc(C(=O)O)cc1S(=O)(=O)NCCCN1CCCC1=O
4%,N#Cc1cc2c(nc1SCc1cccc(Cl)c1)CCCCC2
11%,O=C1C(Cl)=C(N2CCN(Cc3ccccc3)CC2)C(=O)N1Cc1ccccc1
2%,CCc1ccccc1S(=O)(=O)Cc1ccc(C(=O)N2CCN(c3ccccc3OC)CC2)o1
2%,COc1ccc(CC(=O)N2CCCc3ccccc32)cc1
3%,COc1ccc2[nH]c3nc(SC(C)C)nnc3c2c1
4%,CSc1ccc(CCNC(=O)CSc2ccsc2[N+](=O)[O-])cc1
5%,COc1ccc(OC)c(NC(=O)CN(c2cccc([N+](=O)[O-])c2)S(=O)(=O)c2ccccc2)c1

The listing continues:
EphA4 KYL inhibition,canonical_smiles
4%,CC(=O)OC1CCC2(C)C(COc3ccc4ccc(=O)oc4c3)C(C)(O)CCC2C1(C)C (configuration not stated)
21%,Cc1cccc(NC(=O)C2(c3ccccc3)CC2(Cl)Cl)c1 (configuration not stated)
-18%,COC(=O)c1sc(=S)n(-c2cc(F)ccc2F)c1N
-8%,Cc1ccc(CNC(=O)c2ccc(Cl)cc2[N+](=O)[O-])cc1
9%,O=C1c2ccccc2CCC1C(O)c1ccccn1 (configuration not stated)
-6%,COc1ccc(-c2cc(-c3ccc(Br)cc3)nc3ncnn23)cc1OC
32%,COC(=O)CCSc1cc([N+](=O)[O-])cc2c1c(C1OCCS1)nn2-c1ccccc1 (configuration not stated)
-2%,Nc1cc2ccccc2oc1=O
-3%,O=C(NNS(=O)(=O)c1ccc(Cl)cc1)c1cnn(-c2ccccc2)c1-n1cccc1
-6%,N=c1n(Cc2ccccc2)c2ccccc2n1CC(O)c1ccco1 (configuration not stated)
-19%,CCn1c(COc2ccc(Cl)c(C)c2)nnc1SCC(=O)N1CCCC1
-6%,Cc1ccc(C2=NC(C)(C)NC2=O)cc1
0%,Cc1cc(C)nc(NC(=O)NS(=O)(=O)Nc2ccc(Br)cn2)n1
-16%,COc1ccc(S(=O)(=O)N(Cc2ccc(OC)c(OC)c2)Cc2ccco2)cc1
-2%,CCCC(=O)c1c(NC(C)C)cc(C)oc1=O
-14%,Cc1cc2ncn(C3CC(=O)N(C)C3=O)c2cc1C (configuration not stated)
-10%,CCN1CCN(c2ncc(C(=O)Nc3ccccc3C(=O)OC)c3ccccc23)CC1
0%,O=C1CC(c2ccccc2)CC(O)=C1C=NCC1CCCO1 (configuration not stated)
-6%,CC(C)NC(=O)NC(=O)COC(=O)CCOc1ccccc1
-20%,Cc1nc2cc(-c3ccccc3)nn2c(C)c1CCC(=O)N1CCN(c2ccccn2)CC1
-5%,Cc1nnsc1C(=O)Nc1ccc(Cl)cc1Cl
-14%,COc1cc(/C=N\Nc2ccc([N+](=O)[O-])cc2)ccc1OCC(=O)Nc1ccc(C)c(C)c1
-10%,CCn1c(COc2ccc(C)cc2)nnc1SCc1nc2ccccc2[nH]1
-5%,Cc1ccc(NC(=O)CSc2nnc(-c3ccncc3)n2N)cc1C
-12%,COc1ccc(C(=O)N2CCC(C(=O)Nc3ccc(OC)c(OC)c3)CC2)cc1

Part of the list above, with bars between the fields:
molecule | EphA4 KYL inhibition
N#Cc1cc2c(nc1SCc1cccc(Cl)c1)CCCCC2 | 4%
O=C1C(Cl)=C(N2CCN(Cc3ccccc3)CC2)C(=O)N1Cc1ccccc1 | 11%

Nothing new here: entries from further up.
EphA4 KYL inhibition,canonical_smiles
4%,CC(=O)OC1CCC2(C)C(COc3ccc4ccc(=O)oc4c3)C(C)(O)CCC2C1(C)C (configuration not stated)
21%,Cc1cccc(NC(=O)C2(c3ccccc3)CC2(Cl)Cl)c1 (configuration not stated)
-18%,COC(=O)c1sc(=S)n(-c2cc(F)ccc2F)c1N
-8%,Cc1ccc(CNC(=O)c2ccc(Cl)cc2[N+](=O)[O-])cc1

Later entries
EphA4 KYL inhibition,canonical_smiles
-8%,CCOc1ccc(N(CC)C(=O)CCNC(=O)Cn2ccc3ccccc3c2=O)cc1
14%,COc1ccccc1N1CCN(C(=O)c2cc(-c3ccc(Br)cc3)on2)CC1
-4%,O=C(N/N=C/c1ccc2c(c1)OCO2)C1COc2ccccc2O1 (configuration not stated)
-3%,O=C(c1cnccn1)N1CCN(c2ccccc2)CC1
0%,O=C1CCSc2nc(-c3cccc([N+](=O)[O-])c3)nn21
0%,COc1ccc(C(=O)Nc2nc(C)c(C)s2)cc1OC
10%,Cc1ccc(CN2CCN(N=Cc3ccccc3Br)CC2)c(C)c1
-10%,Cc1ccc2cc3cc(C(=O)N4CCN(Cc5ccccc5)CC4)sc3nc2c1
6%,CCOC(=O)C(CCOc1cccc(CC)c1)C(=O)OCC
-3%,C=CCn1c(SCC(=O)c2ccccc2)nnc1-c1cc2ccccc2o1
-12%,O=C(NCCc1cccc(F)c1)[C@@H]1CSC2c3ccccc3C(=O)N21 (some centres not stated)
-9%,O=C(Oc1c(Cl)cc(Cl)c2ccccc12)N1CCCC1

Reprinted at random: 5 entries already listed
EphA4 KYL inhibition,canonical_smiles
-10%,Cc1ccc2cc3cc(C(=O)N4CCN(Cc5ccccc5)CC4)sc3nc2c1
-4%,O=C(N/N=C/c1ccc2c(c1)OCO2)C1COc2ccccc2O1 (configuration not stated)
-12%,O=C(NCCc1cccc(F)c1)[C@@H]1CSC2c3ccccc3C(=O)N21 (some centres not stated)
-9%,O=C(Oc1c(Cl)cc(Cl)c2ccccc12)N1CCCC1
10%,Cc1ccc(CN2CCN(N=Cc3ccccc3Br)CC2)c(C)c1

Bioassay records (PubChem BioAssay)
